Screening results: PubChem, Center for Chemical Genomics, University of Michigan
Dicer inh: human Dicer pre-microRNA cleavage inhibition | Q9UPY3 | cat-ELCCA pre-miR-21 Dicer processing, chemiluminescence; stronger effect = higher value | z-score at 25 µM | hit rate 6% among 47,000 | AID 1347074; in the data active = z-score above about 3, passing the limit was not always enough;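 also: plate controls were vehicle for no effect and no enzyme for full effect; higher signal means more uncleaved substrate so more Dicer inhibition; strong numbers were not always called active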
Target sequence (Q9UPY3 whole entry, looked up): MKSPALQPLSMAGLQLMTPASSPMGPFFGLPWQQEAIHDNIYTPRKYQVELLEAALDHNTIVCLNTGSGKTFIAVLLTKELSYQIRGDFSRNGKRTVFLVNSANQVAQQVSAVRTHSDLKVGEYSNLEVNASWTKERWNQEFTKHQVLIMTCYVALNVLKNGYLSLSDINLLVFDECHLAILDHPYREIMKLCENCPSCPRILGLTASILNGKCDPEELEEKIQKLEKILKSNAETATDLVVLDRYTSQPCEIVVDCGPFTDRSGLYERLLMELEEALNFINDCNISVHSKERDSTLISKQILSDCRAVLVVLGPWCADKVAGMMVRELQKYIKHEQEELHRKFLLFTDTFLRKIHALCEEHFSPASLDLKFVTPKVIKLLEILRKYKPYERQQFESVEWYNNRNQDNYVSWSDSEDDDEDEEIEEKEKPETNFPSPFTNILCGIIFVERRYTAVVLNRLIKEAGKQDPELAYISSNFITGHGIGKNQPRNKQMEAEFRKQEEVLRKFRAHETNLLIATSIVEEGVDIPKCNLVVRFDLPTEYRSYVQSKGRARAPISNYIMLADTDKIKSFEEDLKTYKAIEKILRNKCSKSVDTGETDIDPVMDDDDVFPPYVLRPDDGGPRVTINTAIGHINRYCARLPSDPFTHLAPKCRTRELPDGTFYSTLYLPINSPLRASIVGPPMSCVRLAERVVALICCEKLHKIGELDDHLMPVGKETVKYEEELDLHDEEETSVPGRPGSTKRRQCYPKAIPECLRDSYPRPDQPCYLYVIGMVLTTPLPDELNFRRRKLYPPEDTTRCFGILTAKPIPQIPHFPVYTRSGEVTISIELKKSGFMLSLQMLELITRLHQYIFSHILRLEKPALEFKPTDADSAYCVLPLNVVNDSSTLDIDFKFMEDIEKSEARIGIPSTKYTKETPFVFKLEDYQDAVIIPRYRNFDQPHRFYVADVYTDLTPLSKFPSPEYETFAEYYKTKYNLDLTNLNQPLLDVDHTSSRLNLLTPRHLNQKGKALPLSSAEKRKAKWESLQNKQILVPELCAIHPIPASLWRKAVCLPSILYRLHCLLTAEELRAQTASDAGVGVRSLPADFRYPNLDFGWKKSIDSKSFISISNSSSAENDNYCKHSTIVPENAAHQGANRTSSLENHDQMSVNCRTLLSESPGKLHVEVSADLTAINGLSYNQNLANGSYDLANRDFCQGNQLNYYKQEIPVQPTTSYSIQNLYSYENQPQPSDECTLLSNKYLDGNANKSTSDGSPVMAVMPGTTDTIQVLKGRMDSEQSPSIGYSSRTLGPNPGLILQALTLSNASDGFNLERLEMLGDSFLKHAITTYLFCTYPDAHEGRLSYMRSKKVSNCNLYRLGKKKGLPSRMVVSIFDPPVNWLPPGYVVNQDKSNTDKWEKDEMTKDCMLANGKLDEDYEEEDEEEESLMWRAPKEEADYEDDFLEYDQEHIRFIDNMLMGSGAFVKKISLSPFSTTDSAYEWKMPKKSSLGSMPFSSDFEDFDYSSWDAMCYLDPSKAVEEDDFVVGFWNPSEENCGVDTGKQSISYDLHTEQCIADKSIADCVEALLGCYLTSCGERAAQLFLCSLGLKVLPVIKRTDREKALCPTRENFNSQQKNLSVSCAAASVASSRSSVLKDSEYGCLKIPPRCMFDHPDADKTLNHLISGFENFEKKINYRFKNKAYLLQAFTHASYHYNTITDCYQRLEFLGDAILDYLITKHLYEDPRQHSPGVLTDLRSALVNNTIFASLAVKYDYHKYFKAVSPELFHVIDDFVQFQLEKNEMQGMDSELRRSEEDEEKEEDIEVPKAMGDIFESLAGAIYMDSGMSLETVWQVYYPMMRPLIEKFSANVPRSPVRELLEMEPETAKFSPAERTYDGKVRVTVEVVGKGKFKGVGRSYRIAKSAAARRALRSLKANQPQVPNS
An asterisk follows results filed as active. An excerpt; count on the stated rates, not on these rows.

For Cc1cc(C)c2c(N)c(-c3n[nH]c(=S)n3Cc3ccccc3)sc2n1 the results were Dicer inh -2.
`c1ccc(N2CCN(c3ncnc4c3oc3ccccc34)CC2)cc1` gave Dicer inh -0.39.
For Nc1ncnc2c1nc(N=Nc1c(O)[nH]c3ccccc13)n2[C@H]1O[C@@H](CO)[C@H](O)[C@@H]1O the results were Dicer inh 0.51.
`CC(C)(C)c1ccc(-c2nc(N)nc(N)n2)cc1` gave Dicer inh -0.21.
Screening O=C(CSc1nc2ccccc2c(=O)n1-c1cccnc1)c1cccs1 returned Dicer inh -0.48.
Cc1ccc(-c2nc3c4cnn(-c5ccccc5)c4ncn3n2)cc1 was read as Dicer inh 0.59.
Screening CCOC(=O)c1cnn(-c2nc(-c3ccc(C#N)cc3)cs2)c1C(F)(F)F returned Dicer inh 0.28.
`O=c1[nH]c2ccccc2c(O)c1C=NCc1ccccc1` gave Dicer inh -0.78.
CC1(C)CC(=O)C2=C(C1)Nc1ccc3ccccc3c1C2c1ccc2c(c1)OCO2 (configuration not stated) was read as Dicer inh -0.4.
O=C(NC(=O)c1ccccc1)NC(F)(F)C(F)(F)C(F)(F)F was read as Dicer inh -0.37.
Cc1cc(C(=O)NNC(=O)C(Cl)(Cl)Cl)nn1-c1c(Cl)cc(Cl)cc1Cl was read as Dicer inh -0.66.
For CCOC(=O)Cc1cnc(NC(=O)CSc2nnc3c(n2)-c2cccc4cccc-3c24)s1 the results were Dicer inh -1.5.
For C=CCC1NCCc2c(Br)cccc21 (configuration not stated) the results were Dicer inh -0.3.
Screening N#CC1=C(SCC(=O)OCc2ccccc2)NC(=O)CC1c1ccc(F)cc1 (configuration not stated) returned Dicer inh 0.83.
For CC1CN=C(SCc2ccc(Cl)cc2)N1 (configuration not stated) the results were Dicer inh 2.3.
For Cc1ccc(-n2nnnc2-c2cnc3ccccc3c2-c2ccccc2)cc1 the results were Dicer inh 0.68.
Cc1ccc(-c2nc(-c3ccccc3Cl)no2)cc1 was read as Dicer inh -5.4.
Screening Cc1[nH]c2ccccc2c1C1(O)C(=O)Nc2ccccc21 (configuration not stated) returned Dicer inh 0.91.
For O=C(O)c1coc2c1/C(=N/Nc1c(Cl)cc(Cl)cc1Cl)CCC2 the results were Dicer inh 3.8*.
Screening O=C(O)CC1(CC(=O)N2CCN(C(c3ccccc3)c3ccccc3)CC2)CCCC1 returned Dicer inh -1.2.

Ordered by count of non-hydrogen atoms (descending): 3 of the compounds above
Screening O=C(CSc1nc2ccccc2c(=O)n1-c1cccnc1)c1cccs1 returned Dicer inh -0.48.
`c1ccc(N2CCN(c3ncnc4c3oc3ccccc34)CC2)cc1` gave Dicer inh -0.39.
For CC1CN=C(SCc2ccc(Cl)cc2)N1 (configuration not stated) the results were Dicer inh 2.3.

(list continues)
Screening Cc1cccc(Oc2coc3cc(OCC(=O)OC4CCCCC4)ccc3c2=O)c1 returned Dicer inh -0.94.
`CCOc1ccc(/C(O)=C2\C(=O)C(=O)N(c3nccs3)C2c2ccc(O)c(OC)c2)cc1` (configuration not stated) gave Dicer inh 0.59.
CN=C(C)/C(C(=O)OC)=C(/O)c1snnc1C was read as Dicer inh -1.
c1ccc(-c2cc3c(N4CCc5ccccc54)ncnc3s2)cc1 was read as Dicer inh -0.81.
CCN=c1cc(N)n(CC)c2sc(C(=O)OCC)c(N)c12 was read as Dicer inh -1.3.
For Fc1cccc(-c2nn3c(Cc4ccccc4)nnc3s2)c1 the results were Dicer inh 2.4.
`CCCCCOC(=O)C1=C(C)NC2=C(C(=O)CC(C)(C)C2)C1c1ccc(OC)c(OC)c1` (configuration not stated) gave Dicer inh -0.19.
COC(=O)C1C(=O)CC(C)(O)C(C(=O)OC)C1c1ccc(OC)c(OC)c1 (configuration not stated) was read as Dicer inh -0.43.
For O=C(Nc1ccc(Cl)c(C(=O)O)c1)c1ncn[nH]1 the results were Dicer inh 1.7.
For Cc1c(Cl)c(=O)[nH]c2c(Cl)cccc12 the results were Dicer inh -0.22.
Screening CCOC(=O)C(NC(C)=O)(Nc1ccccc1F)C(F)(F)F (configuration not stated) returned Dicer inh -1.9.
Nc1nonc1-c1nc2ccccc2n1CC(=O)Nc1ccc(F)cc1 was read as Dicer inh -1.
Clc1ccc2nc(N3CCCNCC3)sc2c1 was read as Dicer inh -0.6.
COCCNC(=O)Nc1ccc2nsnc2c1 was read as Dicer inh 0.57.
Screening CCc1[nH]nc2c1C(c1cc(OC)ccc1OC)C(C#N)=C(N)O2 (configuration not stated) returned Dicer inh -0.73.
Screening COc1ccc(C2C(C#N)=C(N)Oc3n[nH]c(C)c32)cc1CSc1nc2ccccc2o1 (configuration not stated) returned Dicer inh -6.5.
COc1ccc(OC)c(-c2cc(C(N)=O)on2)c1 was read as Dicer inh 1.7.
CSc1c(-c2ccccn2)c(N)nn1C(=O)C1CC1 was read as Dicer inh 0.42.
Screening O=c1[nH]c2ccccc2c(O)c1-c1ccccc1 returned Dicer inh 0.27.
Screening Clc1ccc(-c2noc(-c3cn[nH]c3-c3ccccc3)n2)cc1 returned Dicer inh -0.23.

Among those listed so far, these contain a CF3 group.
Screening CCOC(=O)c1cnn(-c2nc(-c3ccc(C#N)cc3)cs2)c1C(F)(F)F returned Dicer inh 0.28.
O=C(NC(=O)c1ccccc1)NC(F)(F)C(F)(F)C(F)(F)F was read as Dicer inh -0.37.
Screening CCOC(=O)C(NC(C)=O)(Nc1ccccc1F)C(F)(F)F (configuration not stated) returned Dicer inh -1.9.

Other structures:
For COC(=O)c1sccc1N/N=C(\C#N)S(=O)(=O)c1ccc(Cl)cc1 the results were Dicer inh 1.1.
`CCOC(=O)NC(=S)c1ccc(OC)cc1` gave Dicer inh 0.26.
CSc1ccccc1NC(=O)c1cnn2c1NC(c1cccs1)CC2C(F)(F)F (configuration not stated) was read as Dicer inh 2.1.
Screening CCCNC(=O)NC1CCN(c2ncc(C(F)(F)F)cc2Cl)CC1 returned Dicer inh -0.24.
Cc1cc(C)n(-c2n[nH]c(C)c2[N+](=O)[O-])n1 was read as Dicer inh -2.
Screening CNC(=S)N[C@H]1[C@H](OC)O[C@H](COC(C)=O)[C@@H](OC(C)=O)[C@@H]1OC(C)=O returned Dicer inh -1.2.
Screening Cc1ccsc1/C=C/c1nc(N)nc(-c2ccccc2O)n1 returned Dicer inh 1.3.
Screening CCOC(=O)NC(=O)CSc1nc(C)cc(C)c1C#N returned Dicer inh 0.43.
For COCCN(CCOC)Cc1c(C)[nH]c2ccc(C)cc2c1=O the results were Dicer inh 8.6.
`O=S(=O)(Oc1ccc(Cl)cc1)c1cc(S(=O)(=O)c2ccccc2)cs1` gave Dicer inh -0.64.
Screening O=C1CCC(C(=O)Nc2ccccc2)N1 (configuration not stated) returned Dicer inh 0.06.
CN(Cc1ccccc1)c1nc2c([nH]1)c(=O)n(C)c(=O)n2C was read as Dicer inh 0.05.
For CCOC(=O)C1=C(C)NC2=C(C(=O)CC(C)(C)C2)C1c1coc2ccccc2c1=O (configuration not stated) the results were Dicer inh -1.
CC(C)CC(=O)NS(=O)(=O)c1ccc(NS(C)(=O)=O)cc1 was read as Dicer inh -0.71.
`Cc1ccc(-c2nc(NC(=O)Nc3ccccc3)sc2C)cc1Cl` gave Dicer inh -0.28.
`CCOC(=O)C1=C(C)Nc2nc3ccccc3n2C1c1cccc(O)c1` (configuration not stated) gave Dicer inh 1.
For COC(=O)C1=C(C)NC2=C(C(=O)CC(C)(C)C2)C1c1cscc1C#Cc1ccccc1 (configuration not stated) the results were Dicer inh 1.
For CCCc1ccc(-c2ccc(C(=O)O)cc2)nc1 the results were Dicer inh 2.
CSc1nc2sc3c(c2c2nnc(SC(C)C(=O)N4CCOCC4)n12)CC(C(C)C)OC3 (configuration not stated) was read as Dicer inh -0.67.
Screening CCCOC(=O)C1=C(C)NC2=C(C(=O)CC(C)(C)C2)C1c1cccc2ccccc12 (configuration not stated) returned Dicer inh 1.
`CC(C)n1c(CN2CCN(c3ccccc3)CC2)nc2c1c(=O)n(C)c(=O)n2C` gave Dicer inh -1.6.
Screening O=[N+]([O-])c1cc(C(F)(F)F)ccc1Oc1c(Cl)cccc1Cl returned Dicer inh -1.
Screening O=C(O)CCCC(=O)Nc1cc(-c2ccccc2)[nH]n1 returned Dicer inh -1.2.
CC(C)OC(=O)NCCOC(=O)Nc1ccccc1Cl was read as Dicer inh 1.
`O=C1CN(CC(=O)N2CCOCC2)c2ccccc2O1` gave Dicer inh -2.
Screening CCOCCCNC(=O)Cn1cnc2c1c(=O)n(C)c(=O)n2C returned Dicer inh 1.3.
For O=c1oc2c(-c3cccc(Cl)c3)cc(O)cc2s1 the results were Dicer inh 6.2*.
For COCCNc1ncnc2ccc(Br)cc12 the results were Dicer inh 0.19.
`O=S(=O)(c1cc(Cl)c(Cl)cc1Cl)N1CCc2[nH]c3ccc(F)cc3c2C1` gave Dicer inh -0.85.
Screening COc1ccc(C2C(C(=O)OC(C)C)=C(C)NC3=C2C(=O)CCC3)cc1OC (configuration not stated) returned Dicer inh 2.5.
COc1ccc(-c2noc(CSc3ccccc3)n2)cc1OC was read as Dicer inh -3.1.
Screening CCOC(CN(c1ccc(F)cc1)S(=O)(=O)c1cc(Cl)cc(Cl)c1)OCC returned Dicer inh -1.2.
Screening CN(/N=C/c1ccc(O)cc1O)c1ncc(Cl)cc1C(F)(F)F returned Dicer inh 12*.
`CC(O)c1nc2ccccc2n1CC(=O)N(c1ccccc1)C(C)C` (configuration not stated) gave Dicer inh 0.62.
Screening CCOC(=O)c1sc(NC(=O)CSc2nc(C)cc(C)n2)nc1C returned Dicer inh 1.8.
Screening CCn1c(/C=C/c2c[nH]c3ccccc23)nc2ccccc2c1=O returned Dicer inh 3*.
`Cc1ccc(-c2cnc(NCc3cccc(Br)c3)n2C)cc1` gave Dicer inh -0.05.
Screening COc1ccc(/C=C/c2sc3ccccc3[n+]2CCCS(=O)(=O)[O-])c(OC)c1 returned Dicer inh 0.14.
Screening COCCNS(=O)(=O)c1cc(-c2nnc3c4ccccc4c(C)nn23)ccc1OC returned Dicer inh 1.4.
`Cn1c(=O)n(C)c2cc(S(=O)(=O)NC3CCCCC3)ccc21` gave Dicer inh -0.28.
CNCCc1cnc(CCC(c2ccccc2)c2ccccc2)[nH]1 was read as Dicer inh 0.45.
`CCOc1cccc(=O)c2c(C)n(-c3ccc4c(c3)OCO4)c(C)c12` gave Dicer inh -1.
`Cc1cccc(/N=c2\scc(-c3cccs3)n2Cc2ccccc2)n1` gave Dicer inh 1.7.
For FC(F)(F)c1cnc2c(c1)[nH]c(=S)n2-c1ccc(Cl)cc1 the results were Dicer inh -1.1.
`Cc1onc(-c2c(Cl)cccc2Cl)c1C(=O)Nc1cccc(F)c1C(=O)Nc1ccc(F)cc1` gave Dicer inh 0.19.
`Cc1noc(C)c1S(=O)(=O)Nc1cc(C(F)(F)F)ccc1N1CCOCC1` gave Dicer inh 1.6.
Screening Cc1ccc2ccc(C(Nc3ccccn3)c3ccc(F)cc3)c(O)c2n1 (configuration not stated) returned Dicer inh 5.6.
For COC(=O)c1c(C)oc2ccc(OCc3cc(C)ccc3C)cc12 the results were Dicer inh 1.1.
`Cc1ccc(-n2ncc(N(C)n3cccc3)c(Cl)c2=O)cc1` gave Dicer inh -0.98.
For O=C(NCCSC1=NCCN1)c1cccnc1Oc1ccccc1 the results were Dicer inh -0.29.
Cc1ccc2c(c1)c(=O)c(C(=O)O)cn2C was read as Dicer inh 0.55.
For N/C(=N\NC(=O)Nc1ccc(Cl)cc1)c1ccc(C(F)(F)F)cn1 the results were Dicer inh 2.4.
`O=C(NCc1ccc(S(=O)(=O)N2CCN(C3c4ccccc4-c4ccccc43)CC2)s1)c1ccccc1` gave Dicer inh 1.1.
Screening FC(F)(F)c1cccc(CSc2ccccc2-n2cccc2)c1 returned Dicer inh 1.4.
Screening CCOc1ccc(C2CC(=O)NC(SCC)=C2C#N)cc1 (configuration not stated) returned Dicer inh 1.9.
Screening CCCCc1ccc(NC(=O)CSc2cccc(Cl)c2Cl)c(C)c1 returned Dicer inh -1.1.
For C=C1c2ccccc2C(=O)N1c1ccc(C(F)(F)F)cc1 the results were Dicer inh 0.85.
`CC(C)(C)NC(=O)NC(=O)c1c(F)cccc1Cl` gave Dicer inh -0.03.
`CCC(c1ccc(O)cc1)C(CC)c1ccc(O)cc1` (configuration not stated) gave Dicer inh -1.
For CCN(CC)c1ccc(C2C3=C(CC(C)(C)CC3=O)Nc3ncnn32)cc1 (configuration not stated) the results were Dicer inh 2.2.

Three compounds drawn at random from the list so far, as already listed:
`Cc1ccc(-n2ncc(N(C)n3cccc3)c(Cl)c2=O)cc1` gave Dicer inh -0.98.
`Cc1noc(C)c1S(=O)(=O)Nc1cc(C(F)(F)F)ccc1N1CCOCC1` gave Dicer inh 1.6.
CNCCc1cnc(CCC(c2ccccc2)c2ccccc2)[nH]1 was read as Dicer inh 0.45.

(more compounds)
Screening O=C(CSc1nnc(-c2ccccc2)o1)OCc1ccccc1 returned Dicer inh 3.4*.
For CCCn1cnc2ccccc21 the results were Dicer inh -1.1.
Screening Cc1nn2c(-c3ccco3)ccnc2c1-c1ccc(Br)cc1 returned Dicer inh 1.5.
For O=c1c2ccccc2nc(/C=C/c2ccc(O)cc2)n1Cc1ccccc1 the results were Dicer inh -1.2.
COc1ccc2c(c1)c(=O)oc1cc(O)ccc12 was read as Dicer inh 0.49.
For Cn1cnc2c1c(=O)n(CC(O)CN1CCN(CCO)CC1)c(=O)n2C (configuration not stated) the results were Dicer inh 1.3.
`Cc1ccc2nc(Cc3ccc4nc(N)sc4c3)[nH]c2c1` gave Dicer inh -2.4.
For Cc1ccc(-c2nc(NCCCN3CCOCC3)c3ccccc3n2)cc1 the results were Dicer inh -0.32.
Screening COc1ccc(C2C(C#N)=C(N)Oc3c2ccc2ccccc32)cc1 (configuration not stated) returned Dicer inh -0.09.

In the list so far, six contain a COOH group:
For O=C(O)c1coc2c1/C(=N/Nc1c(Cl)cc(Cl)cc1Cl)CCC2 the results were Dicer inh 3.8*.
Screening O=C(O)CC1(CC(=O)N2CCN(C(c3ccccc3)c3ccccc3)CC2)CCCC1 returned Dicer inh -1.2.
For O=C(Nc1ccc(Cl)c(C(=O)O)c1)c1ncn[nH]1 the results were Dicer inh 1.7.
For CCCc1ccc(-c2ccc(C(=O)O)cc2)nc1 the results were Dicer inh 2.
Screening O=C(O)CCCC(=O)Nc1cc(-c2ccccc2)[nH]n1 returned Dicer inh -1.2.
Cc1ccc2c(c1)c(=O)c(C(=O)O)cn2C was read as Dicer inh 0.55.
